Screens (PubChem BioAssay)
PV pol inh = inhibitors of poliovirus RNA polymerase binding and polymerization | P03300 | poliovirus polymerase elongation, fluorescence polarization; active compounds read low | % elongation, % (compound at 16.7 µg/mL) | actives 0.66% (n = 150,000); in the data active = % elongation below about 90%; note: some results filed as inactive read as strong as hits
Target sequence (P03300 1749-2209 limits assumed): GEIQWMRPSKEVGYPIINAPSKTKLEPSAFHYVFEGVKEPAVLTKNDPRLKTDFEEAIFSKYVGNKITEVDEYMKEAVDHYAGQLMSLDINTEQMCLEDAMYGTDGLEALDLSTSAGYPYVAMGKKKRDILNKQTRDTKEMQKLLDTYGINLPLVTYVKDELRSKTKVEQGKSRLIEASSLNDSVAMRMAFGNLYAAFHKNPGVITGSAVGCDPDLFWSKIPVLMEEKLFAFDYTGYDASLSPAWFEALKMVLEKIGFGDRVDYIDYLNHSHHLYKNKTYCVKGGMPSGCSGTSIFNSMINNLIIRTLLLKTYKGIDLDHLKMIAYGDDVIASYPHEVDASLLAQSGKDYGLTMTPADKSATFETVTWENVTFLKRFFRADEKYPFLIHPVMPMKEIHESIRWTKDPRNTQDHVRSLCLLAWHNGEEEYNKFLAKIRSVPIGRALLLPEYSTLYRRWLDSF
PV pol inh FP z-score = further read-out of PV pol inh, marked with its call; z-score; measured here: FP z-score; hits read low
Starred values were filed as active, the others as inactive; & = joins results of further samples. Not all compounds are listed (hit frequency here may not be typical).

SMILES	PV pol inh	PV pol inh FP z-score
Cc1ccc(OCc2nc(N)nc(N(C)C)n2)cc1C	106.0	0.5
CCOc1ccc(-n2nc(CO)c(C(=O)NCc3ccccn3)n2)cc1	108.0	0.2
CCC(CC)C(=O)Nc1ccc2nc(SCC(=O)N3CCCC3)sc2c1	99.0	-1.8
COc1ccccc1OCC(=O)NC1CC(=O)N(c2ccc3c(c2)OCCO3)C1 (configuration not stated)	100.0	-1.7
COc1cccc2c(C)cc3nnc(SCC(=O)Nc4ccc(C)cc4)n3c12	98.0	-0.5
COCCNC(=O)CSc1nc(-c2ccccc2)[nH]c1-c1ccc(C)cc1	108.0	-1.2
Cn1c(CNC(=O)Cc2cccnc2)nnc1SCc1ccccc1	105.0	1.1
COc1ccc(-n2c(=O)c3ccccc3n(Cc3ccccc3Cl)c2=O)cc1	106.0	0
O=C1/C(=C/c2cccnc2)CS/C1=C\c1cccnc1	101.0	-0.1
O=C(CN1CC=C(c2ccccc2)CC1)NCc1cccs1	108.0	0.7
COc1ccc(C(=O)n2ncc(C#N)c2N)cc1	96.0	-0.3
CCOC(=O)c1sc(Nc2nc3ccccc3nc2Cl)c(C#N)c1C	102.0	0
COCCCNC(=O)CCCN1C(=O)CCn2nc(-c3cn(C)c4ccccc34)cc21	110.0	0.9
O=C(NCc1ccc(Cl)cc1)c1ccc2c(=O)n(-c3ccccc3)c(=O)[nH]c2c1	100.0	-0.4
Cc1ccc2nc(SCC(=O)N(C(C)C)C(C)C)[nH]c2c1	102.0	0.2
CCN(CC)N=Nc1ccc(S(=O)(=O)Nc2nc(C)cc(C)n2)cc1	102.0	0.1
Cc1cccc(N2CCN(C(=O)CN3C(=O)COc4ccc(S(=O)(=O)N5CCOCC5)cc43)CC2)c1C	107.0	0.7
CCN(Cc1ccccc1)C(=O)c1ccc(C(=O)N(CC)Cc2ccccc2)cc1	106.0	0.4
O=C(CSc1ncnc2sc3c(c12)CCC3)NCCN1C(=O)CSC1=O	103.0	0.2
O=C(/C=C/c1ccccc1)Nc1ccc2c(c1)OCO2	107.0	0.4
COc1ccc(C2C(C(=O)N3CCN(Cc4ccc5c(c4)OCO5)CC3)CC(=O)N2c2ccc(OC)cc2)cc1 (configuration not stated)	101.0	0.2
CCOC(=O)Cn1cnc2c(nnn2-c2ccc(C)cc2)c1=O	99.0	-0.4
CC1CCN(S(=O)(=O)c2cc(Br)cc(C(=O)OCC(=O)N3CC(=O)Nc4ccccc43)c2)CC1	104.0	0.2
Cc1ccc(COn2c(-c3ccccc3)nc3ccccc3c2=O)cc1	110.0	0.8

Among those listed so far, three have an NH in an aromatic ring.
SMILES	PV pol inh	PV pol inh FP z-score
COCCNC(=O)CSc1nc(-c2ccccc2)[nH]c1-c1ccc(C)cc1	108.0	-1.2
O=C(NCc1ccc(Cl)cc1)c1ccc2c(=O)n(-c3ccccc3)c(=O)[nH]c2c1	100.0	-0.4
Cc1ccc2nc(SCC(=O)N(C(C)C)C(C)C)[nH]c2c1	102.0	0.2

Remaining list, next part.
SMILES	PV pol inh	PV pol inh FP z-score
CCOc1ccc(NC(=O)Cn2c(=O)n(CCCCC(=O)NCc3ccc4c(c3)OCO4)c(=O)c3ccccc32)cc1	110.0	1.2
CCN(Cc1ccccc1)C(=O)CC1Oc2ccccc2NC1=O (configuration not stated)	105.0	1.1
CC(=O)C1=C(c2ccccc2)N(C(C)=O)n2c(nnc2C2CCCCC2)S1	111.0	1
CNC(=S)N(Cc1ccco1)Cc1cc2ccc(C)cc2[nH]c1=O	101.0	-0.3
Cc1ccc(Cc2c(C)nc(N3CCCC3)[nH]c2=O)cc1	100.0	-0.4
O=C(/C=C/c1ccccc1)Nc1ccc(N2CCN(c3ccc(C(F)(F)F)cn3)CC2)nc1	104.0	0.1
O=C(COc1ccc(Cl)cc1)n1nnc2ccccc21	98.0	-0.9
COc1ccc(C(=O)N2CC(=O)Nc3ccccc32)cc1S(=O)(=O)NCc1ccncc1	93.0	-1
COc1ccc(OCC(O)CNC(=O)c2cc(C(C)(C)C)nn2C)cc1 (configuration not stated)	105.0	0.6
CCOC(=O)c1c(-c2cccs2)csc1NC(=O)CSc1ccccn1	110.0	1
Cc1ccc(-n2nc(C)c3c(C)cc(=O)[nH]c32)cc1	100.0	-0.2
CC(C)CNC(=S)NCc1ccco1	104.0	0.9

Molecules above that contain a furan ring, fused or not:
SMILES	PV pol inh	PV pol inh FP z-score
CNC(=S)N(Cc1ccco1)Cc1cc2ccc(C)cc2[nH]c1=O	101.0	-0.3
CC(C)CNC(=S)NCc1ccco1	104.0	0.9

(cont.)
SMILES	PV pol inh	PV pol inh FP z-score
Cc1[nH]c2ccccc2c1C(=O)CN(C)C1CCCCC1	100.0	-0.9
COCCNC(=O)c1ccc2c(=O)n(CCOC)c(SCC(=O)c3c[nH]c4ccccc34)nc2c1	107.0	0
Cc1ccc(NC(=O)CC(C)CC(=O)O)cc1 (configuration not stated)	104.0	0.2
O=C(CSc1ccc2ccccc2c1)N1CCN(C(=O)c2ccco2)CC1	103.0	0.6
CS(=O)(=O)N1CCC(N2CCN(Cc3ccc(F)cc3)C(=O)C2=O)CC1	109.0	0.4
CCOc1ccc(NC(=O)c2oc3ccccc3c2NC(=O)COc2cccc(OC)c2)cc1	106.0	0.7
COCCNC(=O)CCn1c(=O)c2cc(OC)c(OC)cc2n(CC(=O)Nc2ccc(F)c(Cl)c2)c1=O	101.0	-1.1
CCN(CC(=O)Nc1ccc2c(c1)OCCO2)C(=O)c1c(-c2ccccc2)noc1C	102.0	-0.1
Nn1c(C(O)c2ccccc2)n[nH]c1=S (configuration not stated)	102.0	-0.4
Nc1c(C(=O)N2CCc3ccccc32)sc2nc(C(F)(F)F)c3c(c12)CCCC3	96.0	-1.5
Cc1ccccc1OC(C)C(=O)NC1CCCC1 (configuration not stated)	101.0	-0.4
Cc1n[nH]c(=O)n1Cn1c(C)n[nH]c1=O	103.0	0.3
Cc1cccc(C)c1NC(=O)CCS(=O)(=O)c1ccc2c(c1)n(C)c(=O)c(=O)n2C	101.0	-1
CCOC(=O)c1cccc(NC(=O)c2c(C)nn(-c3ccccc3)c2-n2cccc2)c1	105.0	1.1
CCOc1ccc(-n2ccnc(SCC(N)=O)c2=O)cc1	104.0	0.8
Clc1ccccc1C(c1ccccc1)(c1ccccc1)n1ccnc1	100.0&101.0	0.1&0.2
Cc1c(C#N)c(-c2ccccc2)nc2ccccc12	105.0	0.9
CSc1nc2ccc(NC(=O)C3CCCO3)cc2s1 (configuration not stated)	102.0	-0.2
COc1ccc(O)c(C(C)(C)C)c1	102.0	0.1
CC(=O)Nc1ccc(CN2CCOCC2)cc1	98.0	-1.1
Cc1ccc(N(CC(=O)N2CCN(c3ccccc3)CC2)C2=NC(=O)CS2)cc1	102.0	0
NCc1ccc(-c2nc3ccccc3o2)cc1	100.0	-0.8
COc1ccc(-c2nc(-c3ccccc3)c(-c3ccc(F)cc3)[nH]2)c(OC)c1C	107.0	0.5
COc1ccc(CC(=O)NCCc2csc(-c3cccc(F)c3)n2)cc1OC	107.0	0.1
COc1ccccc1N1CCN(C(=O)CN(Cc2ccccc2)S(=O)(=O)c2ccc(F)cc2)CC1	102.0	0
CCOC(=O)Cn1c(=O)oc2cc(S(=O)(=O)NC3CCCCC3)ccc21	101.0	-0.5
COc1ccccc1CNC(=O)c1cccc(Nc2nc3ccccc3n3nnnc23)c1	100.0	-1.2
CN(C(=O)c1cccc(S(=O)(=O)NCc2ccccc2)c1)C1CCCCC1	101.0	-0.2
CC(=O)c1cccc(NC(=O)c2cc3c(s2)-c2c(C)cccc2OC3)c1	104.0	-0.3
O=C(Nc1c(C(=O)Nc2ccc(F)cc2)oc2ccccc12)c1cc2ccccc2o1	102.0	-0.8
Cc1cccc(-n2ncc3c(N4CCCCCC4)ncnc32)c1	109.0	0.3
NC(=O)c1cnn2c(C(F)(F)F)cc(-c3ccccc3)nc12	100.0	0.1
O=C(OCC(F)(F)F)c1ccc(COc2ccc3ccccc3c2)o1	100.0	-0.5
COc1ccc(NCc2cccn2-c2nnc(N3CCOCC3)s2)c(OC)c1	106.0	-0.1
Cc1cc(C)c2oc(C(=O)Nc3ccc(S(=O)(=O)Nc4ncccn4)cc3)cc(=O)c2c1	112.0	0.9
COc1ccc(/C(C#N)=C/N2CCOCC2)cc1OC	106.0	0.3
Cc1ccc(C)c(OCCn2c(CCNC(=O)C3CCCCC3)nc3ccccc32)c1	110.0	0.6
CCOC(=O)N1CCN(S(=O)(=O)N2CCCC(C(=O)NCc3cc(Br)ccc3OC)C2)CC1 (configuration not stated)	110.0	0
COC(=O)c1ccccc1N1C(=N)SCC1=O	101.0	-0.2
O=C(NC1CC1)C1CCCN1S(=O)(=O)c1ccccc1 (configuration not stated)	102.0	0.2
CCOC(=O)c1cc(-c2ccc(S(=O)(=O)NC3CC3)s2)on1	101.0	-0.1
Cc1cc(OCCN2CCOCC2)nc(N2CCOCC2)n1	103.0	0.4
Cc1ccc(-n2nc(C(=O)NC(C)C)c(=O)n(C)c2=O)cc1	105.0	-0.5
CCOC(=O)C1=C(C)NC(C)=C(C(=O)OCC)C1C(=O)OCC(=O)NCc1ccccc1OC	104.0	-0.3
c1ccc(-c2nc(NC3CC3)nc(-n3ccnc3)n2)cc1	96.0	-0.9
COC(=O)C(C)c1ccc(C(=O)c2cccs2)cc1 (configuration not stated)	100.0	0.1
O=S(=O)(c1ccc(-c2csc(Nc3ccc(Br)cc3)n2)cc1)N1CCCCC1	104.0	0.1
CN1C(=O)/C(=C/C=C2/Sc3ccccc3N2CCO)SC1=S	124.0	4.1

Whole records from above.
O=C(NC1CC1)C1CCCN1S(=O)(=O)c1ccccc1 (configuration not stated) reads PV pol inh = 102.0; PV pol inh FP z-score = 0.2
Cc1cc(OCCN2CCOCC2)nc(N2CCOCC2)n1 reads PV pol inh = 103.0; PV pol inh FP z-score = 0.4

(next part)
SMILES	PV pol inh	PV pol inh FP z-score
CCc1ccc(NC(=O)CCCn2nc(C)c3c(C)n(-c4ccccc4)nc3c2=O)cc1	110.0	0.5
O=C(CCS(=O)(=O)c1nc(-c2ccc3c(c2)OCO3)cc(C(F)(F)F)n1)ON=C1CCCCC1	101.0	0.2
Cc1nn(-c2ccccc2)nc1C(=O)N1CCN(S(=O)(=O)c2ccc3c(c2)OCCCO3)CC1	104.0	0.2
CCc1ccc(NC(=O)N2CCn3c(C)ccc3C2CC)cc1 (configuration not stated)	105.0	0.7
Cn1nnc2cc(C(=O)N3CCSCC3)ccc21	100.0	-0.2
CC(C)(C)NC(=O)COc1ccc(CNC2C3CC4CC(C3)CC2C4)cc1 (configuration not stated)	101.0	-0.3
CCOC(=O)Cc1c(C)nc2c(-c3ccc(Cl)cc3)c(C(F)(F)F)nn2c1C	105.0	-0.3
Cc1ccc(Cl)cc1NC(=O)Cc1ccc(-n2c(C)nc3cccnc32)cc1	109.0	0.4
O=c1c(-c2ccc(Oc3ccccc3)cc2)[n+]([O-])c2ccccc2n1O	98.0	-1.4
Cn1c(=O)n(C)c2cc(S(=O)(=O)N3CCCC3)ccc21	102.0	0.1
O=C1Nc2ccccc2/C1=C/C(=O)c1ccc(Cl)cc1	103.0	0
COC(=O)c1ccc(CSc2cc(C)c3ccccc3n2)o1	107.0	0.6
CC1=CC2(O)OCCN(Cc3ccccc3)C2=CC1=O (configuration not stated)	101.0	-0.1
CC1(C)CC(=O)C(C2(O)C(=O)N(CN3CCOCC3)c3ccccc32)CO1 (configuration not stated)	103.0	0.1
OCCN=C(c1ccc(Cl)cc1)N1CCN(C(=NCCO)c2ccc(Cl)cc2)CC1	104.0	0.2
c1ccc(OCCOc2ccccc2-c2nnco2)cc1	102.0	0
CC1CC(=O)C2=C(OC(N)=C(C#N)C2c2ccccc2C(F)(F)F)O1 (configuration not stated)	101.0	0.1
COc1ccc(Cl)cc1NC(=O)c1cnc(SC)nc1-c1ccccc1	106.0	0
O=C(Cn1cnc2ccccc21)N/N=C1/CCSc2ccc(F)cc21	105.0	0.3
Cn1c(=O)c2c(nc(CN3CCN(C(=O)c4ccco4)CC3)n2Cc2ccccc2F)n(C)c1=O	102.0	0
CCN1C(=O)C2C(c3ccc(O)cc3)NC(CO)(C(=O)OC)C2C1=O (configuration not stated)	102.0	0.3
O=C(NC(Nc1ccccc1C(F)(F)F)C(=O)c1ccccc1)c1ccco1 (configuration not stated)	105.0	0.1
CCn1cc(S(=O)(=O)c2ccc(OC)cc2)c(=O)c2cc(F)c(N3CCC(C)CC3)cc21	114.0	1.6
O=C(O)CC1OC(=O)c2ccccc21 (configuration not stated)	102.0	0
CCOc1ccc(NC(=O)c2ccc3c(SCC(=O)O)c4c(nc3c2)CCC4)cc1	107.0	0
CCCCc1nnc(SCc2cc(=O)c3cc(C(=O)OCC)ccc3[nH]2)n1C	102.0	-0.8
Cc1csc(C(C#N)C(=O)CSc2nnnn2C2CCCC2)n1 (configuration not stated)	100.0	-0.3
CCc1[nH]nc2c1C(c1ccc(F)c(Oc3ccccc3)c1)C(C#N)=C(N)O2 (configuration not stated)	101.0	0
CCOc1cc(CNn2cnnc2)ccc1OCC(=O)NC1CCCCC1	99.0	-0.2
O=C(Cn1ncc(Cl)c(Cl)c1=O)N1CCN(Cc2ccccc2)CC1	98.0	-0.5
COc1ccc(CNc2nonc2C)cc1	102.0	0.2
CCOc1cc(CNC(=O)NC2COc3ccccc3C2)cc(OCC)c1OCC (configuration not stated)	112.0	1.3
OCCN1CCN(c2ncnc3c2cnn3-c2cccc(Cl)c2)CC1	103.0	-0.7
Nc1c(Cl)ncnc1NCCO	99.0	-1.6
N#Cc1c[nH]n2c(=O)cc(Cc3ccccc3)nc12	94.0	-1.2
CCC1CCCCN1C(=O)CSc1nc2c(c(=O)n1C)SC(C)C2 (configuration not stated)	100.0	-0.3
COc1ccc(N2CCN(c3csc4ccc(Cl)cc4c3=O)CC2)cc1	113.0	1.6
CCc1cccc(NC(=O)Cn2cc(S(=O)(=O)N3CCCC3)c(S(=O)(=O)N3CCCC3)c2)c1	102.0	0.8
